Cardiac RTF inh – cardiac RTF calcium desensitization. inhibition, % at 7.15 µM. AID 493244. 340,000 compounds, 0.12% hits. IANBD-labeled cardiac RTF, Ca2+ fluorescence;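 active = inhibition above the mean inhibition of all tested compounds plus 3 SD, cut at about 17% in these data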;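 also: assay run at fixed EC70 calcium of 1.6 mM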
MOR-DOR inv ag – inverse agonists of human mu-delta opioid receptor heterodimerization. 340,000 compounds, 0.21% hits. inhibition, % at 9.3 µM. cell-based MOR-DOR heterodimer luminescence, inverse agonism. AID 504357; in the data active = inhibition above about 22%, passing the limit was not always enough;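 also: 0% = cells with DMSO and 100% = wells without cells with DMSO; values of inactives mirror those of a sister screen read the other way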
Target sequence (P35372 whole entry, looked up): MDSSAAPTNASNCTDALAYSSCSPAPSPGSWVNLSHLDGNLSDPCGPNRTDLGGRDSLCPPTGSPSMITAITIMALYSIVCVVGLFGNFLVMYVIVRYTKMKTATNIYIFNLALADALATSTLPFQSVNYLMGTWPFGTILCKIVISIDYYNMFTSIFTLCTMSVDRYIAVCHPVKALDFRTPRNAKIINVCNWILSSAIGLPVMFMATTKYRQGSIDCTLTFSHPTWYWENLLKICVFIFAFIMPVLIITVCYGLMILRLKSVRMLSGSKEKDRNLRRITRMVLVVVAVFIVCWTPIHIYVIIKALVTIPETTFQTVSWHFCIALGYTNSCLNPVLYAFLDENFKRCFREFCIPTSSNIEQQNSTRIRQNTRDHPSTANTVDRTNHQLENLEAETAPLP
Target sequence (P41143 whole entry, looked up): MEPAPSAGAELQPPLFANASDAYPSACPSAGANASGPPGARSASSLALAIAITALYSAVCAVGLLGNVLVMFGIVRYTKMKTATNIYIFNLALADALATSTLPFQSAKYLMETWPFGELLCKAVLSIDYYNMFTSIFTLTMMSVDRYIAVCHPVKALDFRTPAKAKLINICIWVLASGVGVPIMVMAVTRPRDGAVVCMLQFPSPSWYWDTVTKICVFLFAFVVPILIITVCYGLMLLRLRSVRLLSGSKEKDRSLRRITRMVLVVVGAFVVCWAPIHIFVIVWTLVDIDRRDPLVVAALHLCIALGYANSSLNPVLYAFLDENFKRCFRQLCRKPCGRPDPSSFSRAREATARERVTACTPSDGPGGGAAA
LANA DNA inh – blocks KSHV LANA C-terminal domain binding to DNA | 340,000 compounds, 0.078% hits | AID 504423 | MBP-C-LANA/FAM-LBS DNA binding, fluorescence polarization | inhibition, % at 9 µM;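 active = highest replicate inhibition at or above 60% at 9 µM, even if other replicates fall short; inactive = all replicates below 60% inhibition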;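 also: 0% = neutral control wells and 100% = 4 µM acridine orange control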
CAL PDZ FP – inhibitors of human CAL PDZ peptide binding; Q9HD26; purified CAL PDZ, TMR-peptide fluorescence polarization, 1 h; inhibition, % at 24.9 µM; 300,000 compounds, 0.92% hits;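 active = mean inhibition of at least 30% with at least half of replicates also reaching 30%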;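 also: 0% = DMSO neutral control and 100% = excess unlabeled competitor peptide PRC23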
Keap1-Nrf2 PPI – Keap1-Nrf2 (human) interaction inhibition | 340,000 compounds, 0.15% hits | inhibition, % at 9.4 µM | Q14145 | Keap1 Kelch-Nrf2 peptide fluorescence polarization, 1536-well; in the data active = inhibition above about 12%;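 also: human Keap1 Kelch domain with fluorescein labeled Nrf2 9mer peptide probe; 0% = neutral control wells and 100% = peptide positive control; higher means more block of Keap1 binding to Nrf2 peptide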
V-ATPase pHluor – yeast V-ATPase proton transport regulation by pHLuorin; S. cerevisiae, pHLuorin cytosolic pH fluorescence; 350,000 compounds, 0.37% hits; response, % at 10 µM; AID 504577; in the data active = response mostly above about 7.3%, no sharp cut-off; inactive = mostly below about 5.4%; also: actives read high; inactives centre near 0; some compounds called inactive have numbers as strong as hits; reference of the scale not given here
HTR5A ag ctr – counter-screen for OPRM1-OPRD1 agonists: human HTR5A agonism; HTR5A agonist assay, luminescence, cell-based; activation, % at 9.3 µM; 340,000 compounds, 0.61% hits; AID 504692; in the data active = activation mostly above about 9.5%, no sharp cut-off; inactive = mostly below about 7.6%;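 also: 0% = cells with vehicle only and 100% = reference agonist; strong numbers were not always called active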
HTR5A inv ctr – inverse agonist of human HTR5A in OPRM1-OPRD1 counter-screen | inhibition, % at 9.3 µM | HTR5A cell line, luminescence, inverse agonism | P47898 | 340,000 compounds, 0.083% hits; in the data active = inhibition mostly above about 23%, no sharp cut-off; inactive = mostly below about 18%;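 also: 0% = cells with DMSO and 100% = no-cell wells with DMSO; some compounds called inactive have numbers as strong as hits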
OPRM1-OPRD1 ag – agonists of human mu-delta opioid receptor heterodimerization; P35372+P41143; cells, OPRM1-OPRD1 heterodimerization, luminescence; activation, % at 9.3 µM; 340,000 compounds, 0.3% hits; AID 504326; in the data active = activation above about 18%;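 also: 0% = vehicle-treated cells and 100% = reference agonist; values of inactives mirror those of a sister screen read the other way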
cardiac RTF act – cardiac RTF calcium sensitization; P19429+P45379; IANBD-labeled TnC RTF fluorescence at EC20 calcium; 0% EC20 calcium, 100% full calcium; AID 493008; 340,000 compounds, 0.24% hits; activation, % at 7.2 µM;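 active = activation above the mean over all tested compounds plus 3 SD, cut at about 30% in these data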;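 also: rise in fluorescence read as greater calcium sensitivity of cardiac thin filaments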
Active calls of the source: *. Rows were taken by chance; overall some 2.8% were active at least once.

`Cc1nc(SCC(=O)c2cc3ccccc3oc2=O)c(C#N)c(-c2ccccc2)c1C(=O)Nc1ccccc1` gave Cardiac RTF inh -4, MOR-DOR inv ag -9, LANA DNA inh -0.5, CAL PDZ FP -3, Keap1-Nrf2 PPI -2, V-ATPase pHluor 1, HTR5A ag ctr -2, HTR5A inv ctr 5, OPRM1-OPRD1 ag 1.6 and cardiac RTF act 5.
`COc1ccc(Br)cc1/C=N/NC(=O)c1ccc(OC)c(OC)c1` gave Cardiac RTF inh -2, MOR-DOR inv ag -1, LANA DNA inh 0.9, CAL PDZ FP -6, Keap1-Nrf2 PPI -2, V-ATPase pHluor -6, HTR5A ag ctr -1, HTR5A inv ctr 6, OPRM1-OPRD1 ag 0.1 and cardiac RTF act -4.
`C=C(C)C1CCC(C)=C1CC(C)(C)/C=N\n1cnnc1` (stereo unspecified) gave Cardiac RTF inh -5, MOR-DOR inv ag -8, LANA DNA inh 0.9, CAL PDZ FP -2, Keap1-Nrf2 PPI -1, V-ATPase pHluor 0, HTR5A ag ctr 3, HTR5A inv ctr -9, OPRM1-OPRD1 ag 1.3 and cardiac RTF act 1.
For C=CCNC(=O)c1ccccc1NC(=O)c1ccc(Cl)c(S(=O)(=O)Nc2ccccc2)c1 the results were Cardiac RTF inh -1, MOR-DOR inv ag -11, LANA DNA inh 2.1, CAL PDZ FP -4, Keap1-Nrf2 PPI 1, V-ATPase pHluor -39, HTR5A ag ctr -1, HTR5A inv ctr 3, OPRM1-OPRD1 ag 1.8 and cardiac RTF act 1.
For CCCCNC(=O)COC(=O)c1c2c(nc3ccccc13)CCC2 the results were Cardiac RTF inh 8, MOR-DOR inv ag -10, LANA DNA inh 5.8, CAL PDZ FP 0, Keap1-Nrf2 PPI -5, V-ATPase pHluor -3, HTR5A ag ctr 0, HTR5A inv ctr -1, OPRM1-OPRD1 ag 1.8 and cardiac RTF act -3.
For O=C(Oc1ccccc1-c1nnco1)c1ccccc1 the results were Cardiac RTF inh -2, MOR-DOR inv ag 10, LANA DNA inh 0.8, CAL PDZ FP -3, Keap1-Nrf2 PPI 1, V-ATPase pHluor 1, HTR5A ag ctr 8, HTR5A inv ctr -22, OPRM1-OPRD1 ag -1.9 and cardiac RTF act 0.
Screening COc1cccc(C(=O)Cn2c(NCCO)nc3ccccc32)c1 returned Cardiac RTF inh 4, MOR-DOR inv ag 12, LANA DNA inh 1.8, CAL PDZ FP -5, Keap1-Nrf2 PPI 1, V-ATPase pHluor -2, HTR5A ag ctr -7, HTR5A inv ctr 10, OPRM1-OPRD1 ag -2.1 and cardiac RTF act 0.
O=C(NCCc1ccc(Cl)cc1)C1CCCN1C(=O)Nc1ccc(F)cc1 (stereo unspecified) was read as Cardiac RTF inh 1, MOR-DOR inv ag 3, LANA DNA inh -0.7, CAL PDZ FP -4, Keap1-Nrf2 PPI 8, V-ATPase pHluor -5, HTR5A ag ctr -2, HTR5A inv ctr 7, OPRM1-OPRD1 ag -0.6 and cardiac RTF act 0.
O=C(CSc1nnc(Cc2ccccc2)o1)N1CCCC1 was read as Cardiac RTF inh -4, MOR-DOR inv ag 9, LANA DNA inh 0.0, CAL PDZ FP 7, Keap1-Nrf2 PPI -5, V-ATPase pHluor -2, HTR5A ag ctr 4, HTR5A inv ctr -10, OPRM1-OPRD1 ag -1.8 and cardiac RTF act 4.
Screening O=C(O)C1(Nc2ccccc2)CCCC1 returned Cardiac RTF inh 6, MOR-DOR inv ag 22, LANA DNA inh -0.3, CAL PDZ FP 14, Keap1-Nrf2 PPI -1, V-ATPase pHluor -4, HTR5A ag ctr -1, HTR5A inv ctr 3, OPRM1-OPRD1 ag -4.4 and cardiac RTF act 4.
For Cc1ccc(C)c(N(C(=O)c2snc(C(N)=O)c2N)C(C(=O)NCC2CCCO2)c2ccc(C)o2)c1 (stereo unspecified) the results were Cardiac RTF inh -16, MOR-DOR inv ag 6, LANA DNA inh 0.8, Keap1-Nrf2 PPI 0, V-ATPase pHluor -3, HTR5A ag ctr -2, HTR5A inv ctr 6, OPRM1-OPRD1 ag -0.8 and cardiac RTF act -5.
`CCOc1cccc(C=Nc2cc(C)cc(C)c2O)c1O` gave Cardiac RTF inh -5, MOR-DOR inv ag -6, LANA DNA inh -1.4, Keap1-Nrf2 PPI 0, V-ATPase pHluor 1, HTR5A ag ctr 2, HTR5A inv ctr -1, OPRM1-OPRD1 ag 1.1 and cardiac RTF act -2.
For Cc1cccn2c(=O)c(C(=O)NCCCN3CCCCC3C)c(O)nc12 (stereo unspecified) the results were Cardiac RTF inh -8, MOR-DOR inv ag 14, LANA DNA inh -1.2, CAL PDZ FP -6, Keap1-Nrf2 PPI 0, V-ATPase pHluor -3, HTR5A ag ctr -1, HTR5A inv ctr -9, OPRM1-OPRD1 ag -2.7 and cardiac RTF act 3.
COc1ccc(OCCNC(=O)c2ccccc2OCC(=O)N2CCCCC2)cc1 was read as Cardiac RTF inh -2, MOR-DOR inv ag 6, LANA DNA inh -0.5, Keap1-Nrf2 PPI -8, V-ATPase pHluor 2, HTR5A ag ctr -1, HTR5A inv ctr -37, OPRM1-OPRD1 ag -1.1 and cardiac RTF act 0.
Screening O=c1oc2ccccc2nc1/C=C(\O)c1ccc(Br)cc1 returned Cardiac RTF inh -5, MOR-DOR inv ag 0, LANA DNA inh 2.4, CAL PDZ FP 0, Keap1-Nrf2 PPI 0, V-ATPase pHluor -2, HTR5A ag ctr 1, HTR5A inv ctr -21, OPRM1-OPRD1 ag 0.0 and cardiac RTF act 0.
For Cc1ccccc1OCCn1c(=O)sc2ccccc21 the results were Cardiac RTF inh 0, MOR-DOR inv ag -24, LANA DNA inh 1.0, CAL PDZ FP 2, Keap1-Nrf2 PPI -3, V-ATPase pHluor -2, HTR5A ag ctr -1, HTR5A inv ctr 3, OPRM1-OPRD1 ag 5.6 and cardiac RTF act 2.
For COc1cc(/C=N/Nc2nncn2/N=C/c2ccc(O)c(OC)c2)ccc1O the results were Cardiac RTF inh -1, MOR-DOR inv ag -14, LANA DNA inh -0.2, CAL PDZ FP 2, Keap1-Nrf2 PPI 0, V-ATPase pHluor -2, HTR5A ag ctr 3, HTR5A inv ctr -9, OPRM1-OPRD1 ag 2.4 and cardiac RTF act -4.
CCOC(=O)c1c(C)[nH]c(C(=O)CN2CCOCC2)c1C was read as Cardiac RTF inh 0, MOR-DOR inv ag 7, LANA DNA inh 0.3, CAL PDZ FP 0, Keap1-Nrf2 PPI -1, V-ATPase pHluor 1, HTR5A ag ctr -3, HTR5A inv ctr 1, OPRM1-OPRD1 ag -1.2 and cardiac RTF act -3.
`CC(=O)Nc1ccc2ccccc2c1[N+](=O)[O-]` gave Cardiac RTF inh 7, MOR-DOR inv ag 18, LANA DNA inh 1.9, CAL PDZ FP -1, Keap1-Nrf2 PPI -2, V-ATPase pHluor 0, HTR5A ag ctr 2, HTR5A inv ctr -9, OPRM1-OPRD1 ag -3.5 and cardiac RTF act -1.
`COC(=O)c1ccccc1NC(=S)NC(=O)c1ccc(C)cc1` gave Cardiac RTF inh -8, MOR-DOR inv ag 10, LANA DNA inh 0.7, CAL PDZ FP -1, Keap1-Nrf2 PPI 3, V-ATPase pHluor 2, HTR5A ag ctr -3, HTR5A inv ctr -5, OPRM1-OPRD1 ag -1.4 and cardiac RTF act 5.
`CCNC(=O)NCCNC(=O)c1cc(OCC(F)(F)F)ccc1OCC(F)(F)F` gave Cardiac RTF inh 3, MOR-DOR inv ag 9, LANA DNA inh -1.9, CAL PDZ FP -3, Keap1-Nrf2 PPI -4, V-ATPase pHluor 3, HTR5A ag ctr -3, HTR5A inv ctr 10, OPRM1-OPRD1 ag -1.7 and cardiac RTF act -2.
Screening O=C(CSc1cccc[n+]1[O-])Nc1ccc(Cl)cc1F returned Cardiac RTF inh -3, MOR-DOR inv ag 9, LANA DNA inh -0.9, CAL PDZ FP -2, Keap1-Nrf2 PPI -3, V-ATPase pHluor 1, HTR5A ag ctr 12, HTR5A inv ctr -32, OPRM1-OPRD1 ag -2.1 and cardiac RTF act -4.
For O=C(CCCN1C(=O)/C(=C\c2ccccc2)SC1=S)Nc1ccc(C(=O)O)cc1 the results were Cardiac RTF inh -2, MOR-DOR inv ag 14, LANA DNA inh -1.5, CAL PDZ FP -7, Keap1-Nrf2 PPI -4, V-ATPase pHluor -3, HTR5A ag ctr 2, HTR5A inv ctr -4, OPRM1-OPRD1 ag -2.6 and cardiac RTF act 4.
Screening Cc1nnc2c(NCC(C)c3ccccc3)nc3ccccc3n12 (stereo unspecified) returned Cardiac RTF inh -5, MOR-DOR inv ag -5, LANA DNA inh 0.3, CAL PDZ FP -2, Keap1-Nrf2 PPI -4, V-ATPase pHluor 1, HTR5A ag ctr 5, HTR5A inv ctr -20, OPRM1-OPRD1 ag 1.1 and cardiac RTF act 6.
`CCOC(=O)C1CCN(S(=O)(=O)c2ccc3c(c2)N(C(C)=O)CC(C)S3)CC1` (stereo unspecified) gave Cardiac RTF inh 1, MOR-DOR inv ag 0, LANA DNA inh -0.3, CAL PDZ FP 0, Keap1-Nrf2 PPI -6, V-ATPase pHluor 3, HTR5A ag ctr 5, HTR5A inv ctr 8, OPRM1-OPRD1 ag 0.0 and cardiac RTF act 0.
Screening Cc1ccc(C2=CC(=O)C[C@H](c3ccc4c(c3)OCO4)C2)cc1 returned Cardiac RTF inh 15, MOR-DOR inv ag -21, LANA DNA inh -2.0, CAL PDZ FP -5, Keap1-Nrf2 PPI -1, V-ATPase pHluor 1, HTR5A ag ctr 4, HTR5A inv ctr -17, OPRM1-OPRD1 ag 4.6 and cardiac RTF act -3.
For O=C(Cn1cc([N+](=O)[O-])cn1)Nc1ccn(Cc2c(F)c(F)c(F)c(F)c2F)n1 the results were Cardiac RTF inh -5, MOR-DOR inv ag 12, LANA DNA inh -2.3, CAL PDZ FP -3, Keap1-Nrf2 PPI -7, V-ATPase pHluor 1, HTR5A ag ctr -6, HTR5A inv ctr 0, OPRM1-OPRD1 ag -2.3 and cardiac RTF act 5.
`C#CCNc1c(C)c(C)nc2ncnn12` gave Cardiac RTF inh -16, MOR-DOR inv ag 11, LANA DNA inh 1.0, CAL PDZ FP 0, Keap1-Nrf2 PPI 3, V-ATPase pHluor 4, HTR5A ag ctr -2, HTR5A inv ctr -35, OPRM1-OPRD1 ag -2.0 and cardiac RTF act 7.
For COc1cc(C(=O)O)nc(OC)n1 the results were Cardiac RTF inh 0, MOR-DOR inv ag 10, LANA DNA inh 0.6, CAL PDZ FP -1, Keap1-Nrf2 PPI -2, V-ATPase pHluor 2, HTR5A ag ctr 0, HTR5A inv ctr -23, OPRM1-OPRD1 ag -1.9 and cardiac RTF act -5.
Screening O=C(NC(=S)NCc1ccco1)c1ccccc1[N+](=O)[O-] returned Cardiac RTF inh 2, MOR-DOR inv ag 3, LANA DNA inh -0.8, CAL PDZ FP 0, Keap1-Nrf2 PPI 0, V-ATPase pHluor -1, HTR5A ag ctr 6, HTR5A inv ctr -16, OPRM1-OPRD1 ag -0.7 and cardiac RTF act -3.

High-throughput results: PubChem BioAssay, several laboratories
